# Bioassay records: PubChem BioAssay, NCI
# All columns: NCI-60 one-dose screen, growth in % after 48 h at 10 µM unless noted; 100 = growth as untreated, 0 = no growth, -100 = all killed.
# OVCAR-5: OVCAR-5 ovarian cancer; 2.9% of 82,000 active; AID 1794783
# A498: A498 renal cancer cells | 5.4% of 76,000 active | AID 1794774
# CAKI-1: CAKI-1 renal cancer. 4.7% of 75,000 active. AID 1794772
# RXF 393: RXF 393 renal cancer cells. 6.9% of 77,000 active. AID 1794773
# TK-10: TK-10 renal cancer cells; AID 1794769; 3.9% of 81,000 active
# ACHN: ACHN renal cancer | 4.9% of 81,000 active | AID 1794771
# OVCAR-3: OVCAR-3 ovarian cancer | 7% of 79,000 active | AID 1794787
# OVCAR-8: OVCAR-8 ovarian cancer. AID 1794782. 4.4% of 81,000 active
# Active calls of the source: *; / = no result given. Rule for the calls: active = growth percent below 10; inactive = the rest.
entry	compound	OVCAR-5	A498	CAKI-1	RXF 393	TK-10	ACHN	OVCAR-3	OVCAR-8
1	CC1C(c2ccccc2)OCCN1C=NC#N (stereo not drawn)	107	130	101	111	99	104	112	113
2	CCOC(=O)C1CCCC1	111	97	95	103	95	101	102	98
3	O=C(CN1C(=O)/C(=C/c2ccco2)SC1=S)NCCc1c[nH]c2ccccc12	100	99	85	91	153	92	98	94
4	O=[N+]([O-])c1ccccc1C(O)Cc1ccc2ccccc2n1 (stereo not drawn)	91	68	88	91	148	86	93	97
5	CC(=O)N1N=C(c2cccc(Nc3ccncc3)c2)CC1c1ccc(C)cc1 (stereo not drawn)	96	89	80	/	104	99	95	95
6	Cc1nnc(-c2ccc3c(c2)nc(/C=C/c2ccccc2)n3C2CCCCC2)o1	125	98	112	85	104	55	75	80
7	COc1ccc(CCl)cc1[N+](=O)[O-]	97	81	99	101	/	101	106	95
8	CCC(=O)OCCc1ccccc1	97	97	94	116	109	101	111	104

# Additional compounds
entry	compound	OVCAR-5	A498	CAKI-1	RXF 393	TK-10	ACHN	OVCAR-3	OVCAR-8
9	CCN1C(=O)C(CC(=O)C(C)(C)C)C(c2ccc3c(ccc4ccccc43)n2)C1=O (stereo not drawn)	106	129	73	58	96	75	103	53
10	N=C(N)c1ccc(OCCCOc2ccc(C(=N)N)cc2Br)c(Br)c1	95	55	73	82	86	92	88	58
11	Cc1cc(C(F)(F)F)ccc1-c1cc(-c2ccc(F)cc2)n[nH]1	86	75	65	89	/	71	86	88
12	O=C1/C(=C/c2cccc3c2OCO3)Cc2c(F)cc(Br)cc21	109	152	95	104	115	108	99	113
13	NC(=O)CSc1nnc(CCC(=O)c2nc3ccccc3[nH]2)s1	104	110	102	125	108	112	120	114
14	COc1cc(OC)c(C(=O)/C=C/c2ccccc2C(F)(F)F)c(OC)c1	138	/	105	105	153	82	90	71
15	O=c1ncc(-c2ccc(C(F)(F)F)cc2)c(NC2CCCCCC2)[nH]1	91	84	93	76	65	24	-2.8*	/
16	Cc1cc(=O)oc2cc(OCCOc3ccc(/C=C/C(=O)Nc4ccc(Br)cc4)cc3)ccc12	102	85	99	109	112	97	/	102

# Individual results from above:
# Result for entry 10 under RXF 393: 82
# Result for entry 12 under TK-10: 115
# Result for entry 14 under OVCAR-5: 138

# The listing continues.
entry	compound	OVCAR-5	A498	CAKI-1	RXF 393	TK-10	ACHN	OVCAR-3	OVCAR-8
17	Cc1ccccc1-n1c(C)nc2cc(N3C(=O)CSC3c3ccccc3Cl)ccc2c1=O (stereo not drawn)	117	112	97	/	135	97	95	105
18	O=C(NNC(=S)Nc1ccccc1)c1ccc2cccc(O)c2n1	83	112	90	/	164	91	69	/
19	C/C(=N\NC(=S)Nc1cccc(Cl)c1)c1nnn(-c2ccc([N+](=O)[O-])cc2)c1C	66	76	59	50	54	37	/	62
20	CN(C)c1ccc2cc(-c3nc4ccccc4s3)c(N)nc2c1	121	38	/	83	111	102	12	68
21	Cc1ccc(CN(C(=O)CNC(=O)OC(C)(C)C)C(C(=O)NC(C)(C)C)c2ccc3c(c2)OCO3)o1 (stereo not drawn)	101	91	138	/	129	85	90	107
22	COc1ccc(CCN2C(=O)/C(=C/c3nc(CO)cs3)SC2=S)cc1	102	/	63	51	62	73	54	98
23	CNc1cc(=S)nc(N)[nH]1	103	105	/	105	100	107	107	100
24	O=C1CCCc2cc(OCCNS(=O)(=O)c3ccccc3)ccc2N1	103	105	97	111	109	103	101	102

# The list goes on:
entry	compound	OVCAR-5	A498	CAKI-1	RXF 393	TK-10	ACHN	OVCAR-3	OVCAR-8
25	N=c1c(S(=O)(=O)c2ccccc2)cc2c(=O)n3ccccc3nc2n1Cc1ccc(F)cc1	106	43	90	101	100	100	101	96
26	COc1ccc(S(=O)(=O)NNS(=O)(=O)c2ccc(OC)c(OC)c2)cc1OC	94	110	102	97	101	98	118	100
27	CC1C(c2ccccc2)OC(N2CCOCC2)C(C)(C)CN1C (stereo not drawn)	93	105	96	108	112	94	110	95
28	COc1nc(N)c(NS(=O)(=O)c2cc(C(C)=O)ccc2OC)c(=O)[nH]1	102	101	94	102	89	99	114	100
29	Cc1ccc(S(=O)(=O)NNc2ccc(-c3ccccc3)nn2)cc1	107	102	91	122	118	100	108	101
30	O=C1CC(c2ccccc2)N2C(=S)N(c3ccccc3)C(=O)C12 (stereo not drawn)	105	94	97	110	106	106	104	101
31	COc1ccc(-c2c(C#N)c(N)nn2C(=O)c2ccc(NC(=O)c3ccccn3)cc2)cc1OC	102	93	90	105	106	90	101	106
32	N#Cc1c(-c2cccnc2)cc(-c2c[nH]c3ccccc23)[nH]c1=O	97	128	82	101	103	99	105	97

# Further structures
entry	compound	OVCAR-5	A498	CAKI-1	RXF 393	TK-10	ACHN	OVCAR-3	OVCAR-8
33	Cc1ccc(Cc2cnc(NC(=O)/C=C/c3ccc(C)o3)s2)cc1	60	25	36	42	68	40	-8.2*	62
34	CC(C)=CCC[C@](C)(O)C1CC[C@]2(C)[C@@H]1CC[C@@H]1[C@@]3(C)CC/C(=N\OCCC#N)C(C)(C)[C@@H]3CC[C@]12C (stereo partly drawn)	99	73	78	109	105	90	93	85
35	C/C(=N\NC(=O)COc1ccc(NC(=O)Nc2ccc(Cl)cc2)cc1)c1c[nH]c2ccccc12	100	103	91	115	98	106	109	105
36	O=C(Cn1nnc2ccccc21)N/N=C/c1ccc(O)c(O)c1	102	93	86	99	108	99	99	98
37	Clc1ccc(CSc2nc3ccccc3[nH]2)cc1	89	62	61	87	375	94	93	82
38	NC(N)=N/N=C(/c1ccccc1)c1ccc2nc(-c3ccc(O)cc3)[nH]c2c1	107	83	83	97	103	104	/	94
39	CCC(C)C(NC(=O)OC(C)(C)C)C(=O)OCc1c2c(c(OC)c3c1OCO3)C(C1OC(=O)c3c1ccc(OC)c3OC)N(C)CC2 (stereo not drawn)	97	119	79	99	123	92	105	99
40	O=C1OC(=O)C2C1CC=CC2c1ccccc1 (stereo not drawn)	86	/	102	102	102	104	104	95

# 6 compounds from above, sorted by number of heavy atoms, smallest number first.
entry	compound	OVCAR-5	A498	CAKI-1	RXF 393	TK-10	ACHN	OVCAR-3	OVCAR-8
40	O=C1OC(=O)C2C1CC=CC2c1ccccc1 (stereo not drawn)	86	/	102	102	102	104	104	95
32	N#Cc1c(-c2cccnc2)cc(-c2c[nH]c3ccccc23)[nH]c1=O	97	128	82	101	103	99	105	97
38	NC(N)=N/N=C(/c1ccccc1)c1ccc2nc(-c3ccc(O)cc3)[nH]c2c1	107	83	83	97	103	104	/	94
35	C/C(=N\NC(=O)COc1ccc(NC(=O)Nc2ccc(Cl)cc2)cc1)c1c[nH]c2ccccc12	100	103	91	115	98	106	109	105
34	CC(C)=CCC[C@](C)(O)C1CC[C@]2(C)[C@@H]1CC[C@@H]1[C@@]3(C)CC/C(=N\OCCC#N)C(C)(C)[C@@H]3CC[C@]12C (stereo partly drawn)	99	73	78	109	105	90	93	85
39	CCC(C)C(NC(=O)OC(C)(C)C)C(=O)OCc1c2c(c(OC)c3c1OCO3)C(C1OC(=O)c3c1ccc(OC)c3OC)N(C)CC2 (stereo not drawn)	97	119	79	99	123	92	105	99

# Next section.
entry	compound	OVCAR-5	A498	CAKI-1	RXF 393	TK-10	ACHN	OVCAR-3	OVCAR-8
41	CN1c2ccccc2Sc2c(C(=O)O)cccc21	98	114	/	115	84	/	101	104
42	N#Cc1c(-c2ccc(Cl)cc2)nc(N2NC(=O)CC2=N)nc1N1CCOCC1	95	66	92	94	95	97	107	100
43	COc1ccc(Cl)c2c(=O)cc(C)[nH]c12	93	100	98	112	97	103	111	105
44	COc1cccc(-c2nc3sccn3c2-c2ccnc(NCCN3CC(C)(C)NS3(=O)=O)n2)c1	116	116	71	93	127	71	111	100
45	Nc1c(C(=O)NCc2ccco2)sc2nc3c(cc12)C(=O)CCC3	108	100	107	/	113	109	106	106
46	NS(=O)(=O)c1ccc(CCn2c(SCC(=O)N/N=C/c3cc(Cl)ccc3Cl)nc3ccccc3c2=O)cc1	70	/	43	56	99	53	32	22
47	COc1ccc(CN2CCc3c(nc(N)nc3Sc3ccccc3)C2)c(OC)c1	98	91	81	161	116	95	/	82
48	CCOC(=O)C(=NNc1ccccc1)C(=O)OCC	98	64	100	111	110	99	108	92

# (cont.)
entry	compound	OVCAR-5	A498	CAKI-1	RXF 393	TK-10	ACHN	OVCAR-3	OVCAR-8
49	NCCNc1nc2ccccc2c2c(=O)c3cccc(F)c3sc12	82	60	40	83	72	34	53	47
50	COc1ccc(OC(=O)OCc2ccccc2)cc1	109	105	96	107	90	93	104	95
51	COc1ccc(-c2nnc(SCC(=O)Nc3ccc(C(=O)/C=C/c4ccccc4)cc3)n2-c2ccccc2)cc1	122	100	/	105	105	88	103	81
52	COc1ccc(-c2nc(-c3c[nH]c4ccccc34)cs2)cc1	111	97	101	117	110	95	114	103
53	CCCCCC(=O)C(C)CC (stereo not drawn)	101	99	97	114	124	107	111	99
54	COc1ccc(-c2nc3ccc(-c4nnc(SCC(=O)Nc5ccc(OC)c(OC)c5)o4)cc3[nH]2)cc1	119	102	100	/	129	109	113	98
55	O=C(OC12CC3CC(CC(C3)C1)C2)c1ccc(NCc2cc(O)ccc2O)cc1	-63*	/	-93*	-61*	-96*	-90*	-90*	/
56	Cc1c(C(=O)OC(=NC2CCCCC2)NC2CCCCC2)sc2c1c(=O)nc1c(C#N)n[nH]n12	76	119	101	99	117	106	105	104

# (further entries)
entry	compound	OVCAR-5	A498	CAKI-1	RXF 393	TK-10	ACHN	OVCAR-3	OVCAR-8
57	COc1ccccc1Nc1nnc(-c2csc(N)n2)s1	105	83	99	108	120	109	111	107
58	COc1cc(C(=O)[C@H]2COC(=O)C[C@@H]2c2ccc(OC(C)=O)c(OC)c2)ccc1OC(C)=O	97	84	94	102	96	95	105	92
59	COc1ccc(-c2nnc(-c3nc(-c4cc(OC)c(OC)c(OC)c4)n4ccccc34)o2)cc1OC	108	77	61	86	89	55	67	44
60	CC(=O)/C(=C/n1ccc(=O)[nH]c1=S)C(=O)Nc1ccccc1	105	105	98	118	104	104	115	110
61	Cc1ccccc1-[n+]1noc(N)n1	105	128	31	81	131	84	97	100
62	CCCCCCCOc1ccc(S(=O)(=O)Nc2cccc(F)c2C(=O)O)cc1	136	102	87	110	89	108	116	98
63	Cc1ccc(-c2nc(C#N)c(S(=O)(=O)N3CCN(S(=O)(=O)c4ccccc4)CC3)o2)cc1	19	123	47	-89*	81	-37*	1.2*	1.2*
64	CC(=O)Nc1ccc(C(=O)NC(=S)Nc2ccc(C(=O)NO)cc2)cc1	101	118	90	104	108	95	97	103

# Later entries:
entry	compound	OVCAR-5	A498	CAKI-1	RXF 393	TK-10	ACHN	OVCAR-3	OVCAR-8
65	O=C(Nc1cccc(F)c1)Nc1ccccc1B(F)F	95	108	95	115	108	90	116	99
66	CCn1c(Sc2nnc(Nc3ccc(F)cc3)s2)nc2c1c(=O)n(C)c(=O)n2C	79	/	88	86	101	91	112	105
67	Cc1nc(N)sc1C(=O)/C=C/c1cc(Br)cc(Br)c1O	102	/	93	109	104	99	112	102
68	O=C(Cc1ccc([N+](=O)[O-])cc1)c1ccccc1	95	/	104	114	114	102	99	98
69	O=C1Nc2cc(-c3ccc(NS(=O)(=O)c4ccc(C(F)(F)F)cc4)cc3)ccc2/C1=C/c1ccc[nH]1	45	29	33	25	32	31	40	57
70	COC(=O)C[C@H](Nc1nc(N)nc(N2CCCCC2)c1C=O)C(=O)OC	112	138	104	116	110	107	115	100
71	CCn1c2ccc(O)cc2c2c(C)c3c[n+](CCCCCC#N)ccc3c(C)c21	89	/	91	106	84	82	91	82
72	CC/C(=C(\c1ccc(O)cc1)c1ccc(OCCN(C)C(=O)COCCNC(=O)Cc2ccc3c(c2)CN([C@@H]2CCC(=O)NC2=O)C3=O)cc1)c1ccccc1	66	98	90	99	84	102	55	15

# Continuation:
entry	compound	OVCAR-5	A498	CAKI-1	RXF 393	TK-10	ACHN	OVCAR-3	OVCAR-8
73	Cn1c(O)c(N=Nc2ccc(S(N)(=O)=O)cc2)c2cc(Br)ccc21	100	102	90	110	94	93	110	98
74	N#Cc1coc(-c2ccccc2)n1	93	119	96	111	97	101	118	98
75	CCSc1nnc(-c2ccc(NC(=O)c3cccnc3)cc2)o1	114	107	95	117	109	107	115	99
76	COC(=O)c1ccccc1N=NNc1ccc([N+](=O)[O-])cc1	102	91	101	102	104	107	108	96
77	CCCCCCCCCCCCN1C(C)=CS/C1=C\C=C\c1scc(C)[n+]1CCCCCCCCCCCC	61	/	27	/	12	39	32	-8.3*

# Among those listed so far, 2 contain a COOH group:
entry	compound	OVCAR-5	A498	CAKI-1	RXF 393	TK-10	ACHN	OVCAR-3	OVCAR-8
41	CN1c2ccccc2Sc2c(C(=O)O)cccc21	98	114	/	115	84	/	101	104
62	CCCCCCCOc1ccc(S(=O)(=O)Nc2cccc(F)c2C(=O)O)cc1	136	102	87	110	89	108	116	98

# An excerpt; the hit share may differ from the screen's.
